ASM inhibitor – inhibitors of human secretory acid sphingomyelinase. P17405. placental ASM, HMU-PC fluorogenic substrate, 60 min. Potency, µM (doses to about 57.5 µM), without a hit: at the highest dose activity change, negative = inhibition, usual class: inhibitors. hit rate 0.006% among 340,000; also: potency is read from the fitted curve at half-maximal effect
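Human placenta-derived ASM enzyme was preincubated with compound for 10 minutes at room temperature, then given fluorogenic substrate HMU-PC0 (9 uM final) for 60 minutes at 37 °C; a pH 10 stop preceded fluorescence reading at Ex 386/Em 447 nm.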
Integrin act MD – activates integrin-mediated alleviation for muscular dystrophy | alpha7betagal myoblasts, beta-gal FDG fluorescence, 48 h | AID 624291 | Potency, µM (highest dose often 38.3 µM), inactives show at the top dose activation, usual class: activators | hit rate 0.064% among 350,000;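 also: potency is read from the fitted curve at half-maximal effect; 100% = response of the positive control SU9516; nearly all actives have a fitted effect of over 60% in size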
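alpha7betagal+/- myoblasts (passage 13, 250/well) treated 48 h at 37C with compounds at 1:260 dilution of DMSO stock. Lysed, then beta-galactosidase activity read as FDG fluorescence (ex 480/em 540) after 30 min, with pre-read for autofluorescence.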
TCR activator – activates T cell receptor signaling | primary human leukocytes, anti-CD3, IL-2 HTRF, 48 h | Potency, µM (highest dose often 9.22 µM), without a hit: top-dose activation of IL-2 secretion, usual class: activators | 330,000 tested, under 10 active; also: % of control where 0% means no effect
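IL-2 release read by HTRF sandwich (Eu cryptate donor, d2 acceptor, 665 nm emission) after 48 hr exposure of primary human leukocytes to compound together with anti-CD3 beads in the absence of co-stimulatory signals.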
Mito fusion act – blocks mitochondrial division or promotes mitochondrial fusion. S. cerevisiae fusion-defective mutant growth rescue, CellTiterGlo 48 h. Potency, µM (titrated, usually from 46.1 µM), for the others: top-dose growth rescue (activation), hits mostly activators. hit rate 0.23% among 320,000. AID 485298;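 also: potency is read from the fitted curve at half-maximal effect; % of control where 0% means no effect; nearly all actives have a fitted effect of over 45% in size; temperature-sensitive fusion mutants such as fzo1-1 at 37 °C on non-fermentable ethanol glycerol medium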
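Temperature-sensitive fusion-defective S. cerevisiae (e.g. fzo1-1, mgm1-5) were grown with compound in YPEG medium (3% ethanol, 3% glycerol) for 48 hours at 37C. Growth rescue was measured as viability by CellTiterGlo luminescence after 10 minutes at ambient.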
Eya2 phos inh – blocks the phosphatase activity of human Eya2; Potency, µM (top dose mostly 76.9 µM), inactives show at the highest dose activity, negative = inhibition, hits mostly inhibitors; O00167; hit rate 0.006% among 330,000; AID 488837; recombinant Eya2, OMFP fluorescence dephosphorylation (OMFP is methylfluorescein phosphate); also: potency is read from the fitted curve at half-maximal effect; % is scaled to controls: 0 for no effect and ±100 for the full control effect
Target sequence (O00167 whole entry, looked up): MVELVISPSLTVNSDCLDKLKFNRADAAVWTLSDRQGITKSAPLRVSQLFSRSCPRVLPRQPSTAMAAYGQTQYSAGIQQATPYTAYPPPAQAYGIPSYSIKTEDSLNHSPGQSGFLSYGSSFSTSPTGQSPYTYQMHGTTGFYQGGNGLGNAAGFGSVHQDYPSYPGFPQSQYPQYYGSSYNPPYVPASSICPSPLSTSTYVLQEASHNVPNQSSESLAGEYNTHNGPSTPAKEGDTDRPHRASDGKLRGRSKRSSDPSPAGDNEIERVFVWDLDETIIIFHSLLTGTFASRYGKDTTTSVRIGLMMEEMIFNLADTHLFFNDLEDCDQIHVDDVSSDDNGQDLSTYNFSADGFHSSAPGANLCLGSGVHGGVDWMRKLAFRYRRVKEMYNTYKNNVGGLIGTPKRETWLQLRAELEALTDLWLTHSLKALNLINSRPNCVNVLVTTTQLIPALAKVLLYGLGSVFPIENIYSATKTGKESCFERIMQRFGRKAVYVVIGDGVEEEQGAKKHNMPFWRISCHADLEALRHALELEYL
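Eya2 protein (added as 0.2 uM solution) was preincubated with compound for 10 min at ambient temperature in 50 mM HEPES pH 7.5, 50 mM NaCl, 5 uM MgCl2, 0.05% BSA, 1 mM DTT. OMFP (added at 50 uM) then reacted 10 min; fluorescence read at 485/525 nm.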
ELG1 DNA repair – blocks ELG1-dependent DNA repair in HEK293T cells; HEK293T ELG1-luciferase reporter, luminescence, 16 h; DNA damage induced by 5-fluorouridine; Potency, µM (doses to about 46.1 µM), inactives show top-dose activity change, negative = inhibition, most hits filed as inhibitors; hit rate 2.3% among 330,000; AID 504467; also: potency is read from the fitted curve at half-maximal effect; % is scaled to controls: 0 for no effect and ±100 for the full control effect; nearly all actives have a fitted effect of over 55% in size
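Reporter activity after DNA damage by 5-fluorouridine is monitored. Compound-treated cells incubate 16 hr at 37 °C, then ONE-Glo is added for 30 min before luminescence reading.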
BCR signal inh – blocks chronic active B-cell receptor signaling | ABC-DLBCL IkBa-CBG/CBR reporter, luminescence ratio, 4 h | Potency, µM (titrated, usually from 46.1 µM), for the others: at the top dose ratio change, negative = lower green/red ratio, most hits filed as inhibitors | hit rate 0.05% among 340,000 | AID 493014; active = well fitted inhibition curve with a large enough effect in the signal ratio, with a control signal flat, not every such curve was filed as active; inconclusive = small, poorly fitted or top-dose-only effect, or effect the other way, or a change in a side signal; the % refers to the signal ratio;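 also: potency is read from the fitted curve at half-maximal effect; plate controls were basal doxycycline-induced cells for no effect and cells given 10 µM MG132 for full effect; MG132 reads +100%, hits lower the ratio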
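TMD8 ABC-DLBCL cells carrying doxycycline-inducible green luciferase fused to IkappaBalpha plus unfused red luciferase were exposed to compounds (up to 46 uM) for 4 hrs at 37C. Activity came from the overlap-corrected green/red luminescence ratio.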
TSG101-PTAP inh – blocks PTAP/TSG101 interaction to inhibit HIV-1 budding | Q99816 | Fluorescence polarization, FITC-PTAP peptide / Tsg101 binding | Potency, µM (titrated, usually from 115 µM), for the others: top-dose activity change, negative = inhibition, actives largely listed as inhibitors | 340,000 tested, under 10 active; active = well fitted inhibition curve with a large enough effect in the main read-out, with a control signal flat, not every such curve was filed as active; inconclusive = small, poorly fitted or top-dose-only effect, or effect the other way, or a change in a side signal; inactive = no such curve, though single readings can be large or run the other way; also: potency is read from the fitted curve at half-maximal effect; % of control where 0% means no effect
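Compounds were pin-transferred onto Tsg101 binding domain (10 uM final) in HEPES pH 7.5 buffer, then FITC-PTAP peptide was added at 50 nM final. After 20 min at RT, polarization reported peptide displacement across a qHTS concentration series.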
TSHR antagonist – blocks TSH signaling through the human TSH receptor | AID 504810 | hit rate 0.2% among 330,000 | activity change, negative = inhibition, % at 11.5 µM | TSHR-expressing cells, TSH-stimulated cAMP HTRF, 2 h; stronger effect = lower value | P16473;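 active = activity change below a set negative limit, meaning inhibition stronger than a set level, cut at about -70% in these data; inconclusive = activity change between two set negative limits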; also: % is scaled to controls: 0 for no effect and ±100 for the full control effect
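TSHR-expressing cells were treated with compounds, then stimulated with TSH at EC80 (4nM final) for 2 hours at 37 deg C. Cellular cAMP was measured by HTRF competition between lysate cAMP and cAMP-d2 for a cryptate-labelled anti-cAMP antibody.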
A-T KAP1 phos – potential ataxia-telangiectasia treatments restoring KAP-1 phosphorylation; […] A-T fibroblasts, KAP-1 phosphorylation AlphaLISA; neocarzinostatin DNA damage 30 min before lysis; Potency, µM (titrated, usually from 57.5 µM), for the others: at the highest dose activation, most hits filed as activators; hit rate 0.19% among 320,000; AID 485349; also: potency is read from the fitted curve at half-maximal effect; % of control where 0% means no effect; nearly all actives have a fitted effect of over 45% in size
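hTERT-immortalized A-T patient fibroblasts ([…]), 500 cells/well in OPTI-MEM, 1% FBS, got compounds for 60 min, then NCS for 30 min at 37C. Lysates were then assayed for phospho-KAP-1 by AlphaLISA (anti-pKAP1 donor, anti-KAP1 acceptor beads), 6 hr at 25C.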
Tb PFK inh – inhibitors of T. brucei phosphofructokinase; O15648; T. brucei PFK, ADP-Glo luminescence; Potency, µM (doses to about 57.5 µM), for the others: at the highest dose activity, negative = inhibition, most hits filed as inhibitors; hit rate 0.17% among 330,000; AID 485367;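 also: potency is read from the fitted curve at half-maximal effect; 0% = uninhibited 1x PFK enzyme wells and -100% = no-enzyme wells; nearly all actives have a fitted effect of over 60% in size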
Target sequence (O15648 whole entry, looked up): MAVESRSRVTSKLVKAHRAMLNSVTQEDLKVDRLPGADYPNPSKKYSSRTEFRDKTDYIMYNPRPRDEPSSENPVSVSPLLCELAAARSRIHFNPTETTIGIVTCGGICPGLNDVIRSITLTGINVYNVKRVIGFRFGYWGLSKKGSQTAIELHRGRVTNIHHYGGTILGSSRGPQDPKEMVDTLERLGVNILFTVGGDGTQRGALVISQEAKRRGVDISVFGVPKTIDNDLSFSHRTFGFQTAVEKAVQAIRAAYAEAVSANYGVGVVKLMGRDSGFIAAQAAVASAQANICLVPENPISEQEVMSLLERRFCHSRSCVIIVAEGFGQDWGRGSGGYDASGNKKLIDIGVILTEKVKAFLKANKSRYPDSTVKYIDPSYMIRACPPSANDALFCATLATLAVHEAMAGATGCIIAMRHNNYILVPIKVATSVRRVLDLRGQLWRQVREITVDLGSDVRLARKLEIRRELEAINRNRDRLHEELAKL
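ADP-Glo luminescence quantified ADP after 45 min at room temperature, with 1.25 nM T. brucei PFK, 0.1 mM ATP and 0.5 mM fructose-6-phosphate in pH 8.0 TEA buffer. qHTS titrations up to 57 µM; curves classified by quality.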
Starred values were filed as active, the others as inactive; u = inconclusive; x = no result given; [ ] = another dose, or the depositor's remark. Unless noted, calls follow the shape of the dose curve; as a rule, active = well fitted curve in the direction sought with a large enough effect; inconclusive = small, poorly fitted or top-dose-only effect, or another doubt; inactive = no such curve, though single readings can be large; an effect the other way counts as inactive or inconclusive.

SMILES	ASM inhibitor	Integrin act MD	TCR activator	Mito fusion act	Eya2 phos inh	ELG1 DNA repair	BCR signal inh	TSG101-PTAP inh	TSHR antagonist	A-T KAP1 phos	Tb PFK inh
NC(=O)NC(CC(=O)NCCc1ccccn1)c1ccccc1Cl (stereo not drawn)	-2%[11.5 µM]	-13%	-4%	-4%	11%	29%	u	-2%	6	-9%	0%
CCc1c(-c2ccccc2)nc2sc3c(c2c1N)CCCC3	-2%	-9%	-2%	0%	-8%	7%	u	9%	-33	-6%	-2%
CC(=O)NC12CC3CC(C1)CC(C(=O)Oc1ccc(N(C)S(=O)(=O)c4cc(C)ccc4C)cc1)(C3)C2	-2%	-23%	4%	-20%	14%	-4%	-1%	3%	u	3%	-1%
Cc1ccc(C)c(NC(=O)CCc2ccc(C)o2)c1	7%	-12%	3%	0%	-4%	12%	-10%	-6%	3	2%	-2%
CCN1C(=O)[C@H]2[C@@H](c3ccc(C)cc3)N3C(=O)N(c4ccc(OC)cc4)C(=O)[C@@]3(Cc3ccccc3)[C@H]2C1=O	7%	22%	-2%	-1%	-1%	8%	5%	x	18	6%	-2%
Cc1ccc(CNS(=O)(=O)c2c(C)[nH]c(C)c2C(=O)N2CCCCC2)o1	0%	-30%	-5%	4%	1%	14%	0%	-5%	-3	-2%	1%
O=C1CC(CCC(=O)NC2CC2)c2ccccc2N1 (stereo not drawn)	6%	11%	-4%	-2%	-4%	0%	0%	-7%	-4	2%	-1%
COc1ccc(-c2sc3ccc(N4CCOCC4)cc3c2-c2ccc(OC)c(F)c2)cc1	6%	-18%	15%	2%	-2%	-4%	0%	1%	-1	-10%	2%
COc1ccc(/C=C2\N=C(C)OC2=O)cc1OC(C)=O	5%	-17%	5%	0%	6%	4%	1%	-5%	-2	9%	19%
CCn1cnc2cc(NCc3cccc(OC)c3O)ccc21	0%	3%	x	-3%	6%	u	u	-2%	-6	-5%	4%
O=C(O)c1cc(S(=O)(=O)NC23CC4CC(CC(C4)C2)C3)ccc1Cl	3%	-34%	2%	-8%	-6%	-2%	2%	1%	4	-37%	1%
CCOC(=O)CSc1ncnc2c1cnn2-c1ccc(Cl)cc1	4%	5%	0%	0%	12%	u	0%	-7%	38	5%	2%
C=CC[C@@H](CC(=O)N(CCO)Cc1ccccc1)C(=O)N[C@@H](COC(=O)[C@@H](CC=C)Cc1ccc(F)cc1)Cc1ccccc1	-2%	-41%	-1%	x	2%	u	u	0%	-25	0%	0%
COc1ccc(S(=O)(=O)N2CCN(C(=O)c3ccco3)CC2)c(C)c1C	-3%	-9%	3%	1%	10%	u	-1%	-3%	-9	3%	-2%
CCc1nn(CC(=O)Nc2cc(C)ccc2C)c(=N)s1	3%	39%	2%	0%	7%	-7%	u	-2%	0	18%	-1%
O=C(C[C@@H]1C/C=C\C[C@H](NC(=O)OCC2c3ccccc3-c3ccccc32)C(=O)OC[C@@H]2CCCN2C1=O)N[C@@H](CO)Cc1ccccc1	-12%	32%	-20%	x	-3%	u	-2%	x	5	-2%	4%
O=C(Cn1nc(CNc2ccc(Cl)cc2)[n+]2c1CCCCC2)c1ccccc1	-5%	-1%	-3%[46.1 µM]	-7%	-20%	u	15%	-4%	12	4%	1%
Nc1ccc(C(=O)Nc2cccc(N)c2)cc1	6%	-6%	-11%	-13%	5%	u	u	1%	-6	7%	-4%
Cc1nn(-c2ccccc2)c(N)c1C1(O)C(=O)N(C)c2ccccc21 (stereo not drawn)	x	12%	-3%[46.1 µM]	-1%	-3%	-10%	0%	-1%	-5	-4%	6%
CCOc1ccc(C2/C(=C(\O)c3ccc4c(c3)OCCO4)C(=O)C(=O)N2CCCn2ccnc2)cc1OC (stereo not drawn)	1%	-19%	-13%	1%	-5%	10%	0%	-11%	0	1%	-1%
CCOc1ccccc1/C=N/NC(=O)CSc1n[nH]c(=O)[nH]c1=O	7%	1%	-3%	6%	2%	0%	-5%	0%	-4	3%	-3%
O=C(c1ccco1)N(CCCN1CCOCC1)c1nc(-c2ccc(F)cc2)cs1	0%	-18%	10%	4%	-5%	9.2µM*	3%	-4%	-14	3%	-2%
CCCCc1nnc(NC(=O)CN(C)S(=O)(=O)c2ccc(C)cc2)s1	3%	u	0%	3%	0%	-9%	-4%	-1%	-10	0%	5%
COc1ccc(-n2c(SCC(=O)NCC3CCCO3)nc3ccccc32)cc1 (stereo not drawn)	-1%	-26%	-122%	1%	18%	-14%	u	-5%	5	x	1%
COc1ccc(NC(=O)c2cc(S(=O)(=O)N3CCCCC3)ccc2N2CCCCC2)cn1	-4%	11%	0%	14%	-19%[15.4 µM]	-9%	u	-8%	-1	-4%	0%
Cc1cc(N2CCN(C)CC2)ccc1NC(=O)c1c2c(nc3ccccc13)CCN(Cc1ccccc1)C2	-1%	-49%[inhibitor]	-1%	8%	13%	u	u	-1%	2	5%	-1%
NS(=O)(=O)c1ccc(CNS(=O)(=O)Cc2ccc(Cl)cc2)cc1	1%	-9%	-5%	1%	1%	-5%	-12%	-3%	-2	-7%	-10%
CCOC(=O)Cc1csc(SCC(=O)Nc2ccc3[nH]c(=O)[nH]c3c2)n1	-1%	15%	-4%	0%	11%	-4%	0%	-2%	9	3%	u
CCOc1ccccc1NC(=O)CCC(=O)Nc1nnc(C2CCCCC2)s1	0%	16%	3%	-9%	7%	9%	1%	-1%	5	3%	2%
CCc1ccc([C@@H]2CC=C(C(=O)O)CN2S(=O)(=O)c2ccc(C)cc2)cc1	17%	14%	-1%	-1%	28%	13%	13%	x	-8	13%	-1%
COC(=O)c1ccccc1NC(=O)C(C)c1ccc([N+](=O)[O-])cc1 (stereo not drawn)	-3%	-9%	4%	5%	-17%	-15%	5%	1%	9	4%	-2%
O=C(O)c1ccc(NS(=O)(=O)c2cccc3nsnc23)cc1	-3%	11%	5%	-1%	17%	-2%	0%	-3%	1	-3%	0%
Cc1ccc(-n2ccc(=O)c(C(=O)Nc3ccc(S(=O)(=O)N4CCOCC4)cc3)n2)cc1	3%	26%	-1%	-3%	5%	0%	3%	-2%	8	1%	-5%
COc1cc(NC(=O)c2cccc([N+](=O)[O-])c2)ccc1NC(=O)c1ccco1	-3%	u	-7%	-1%	-3%	-5%	u	-1%	16	2%	-1%

Four entries from above, as comma-separated lines.
Compound,ASM inhibitor,Integrin act MD,TCR activator,Mito fusion act,Eya2 phos inh,ELG1 DNA repair,BCR signal inh,TSG101-PTAP inh,TSHR antagonist,A-T KAP1 phos,Tb PFK inh
COC(=O)c1ccccc1NC(=O)C(C)c1ccc([N+](=O)[O-])cc1 (stereo not drawn),-3%,-9%,4%,5%,-17%,-15%,5%,1%,9,4%,-2%
O=C(O)c1ccc(NS(=O)(=O)c2cccc3nsnc23)cc1,-3%,11%,5%,-1%,17%,-2%,0%,-3%,1,-3%,0%
Cc1ccc(-n2ccc(=O)c(C(=O)Nc3ccc(S(=O)(=O)N4CCOCC4)cc3)n2)cc1,3%,26%,-1%,-3%,5%,0%,3%,-2%,8,1%,-5%
COc1cc(NC(=O)c2cccc([N+](=O)[O-])c2)ccc1NC(=O)c1ccco1,-3%,u,-7%,-1%,-3%,-5%,u,-1%,16,2%,-1%

Screening data (PubChem)

Not a hit list (roughly 3.2% active in at least one column).
